CRFR2-BP ag: agonists of human CRF-binding protein/CRF-R2 receptor complex | HEK293 CRF-R2/CRF-BP, calcium dye fluorescence (FLIPR); percent of saturating CRF peptide response | activation, % at 13.2 µM | 0.46% of 350,000 active | AID 588473;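 active means activation of at least 50%, plus an integration ratio under a set limit after plate pattern correction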;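 further: plate controls were neutral control wells without compound for no effect and CRF at EC100 for full effect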
M4 antag: blocks acetylcholine activation of human M4 receptor | inhibition, % at 3 µM | 0.73% of 360,000 active | P08173 | AID 624125 | CHO-hM4 cells, ACh EC80, Fluo-8 calcium fluorescence;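 active means inhibition above its plate's cutoff, the mean inhibition of sample wells plus 3 SD, cut at about 27% in these data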;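 further: 0% = acetylcholine EC80 with DMSO and 100% = DMSO without agonist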
M5 PAM: CHRM5 positive allosteric modulation; CHO-K1 hM5, Fluo-8 calcium, ACh EC20 PAM; 0% = ACh EC20, 100% = ACh EC100; activation, % at 3 µM; 0.3% of 360,000 active; AID 624038;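 active means activation above the run cutoff, the mean activation of all test compounds plus 3 SD, cut at about 18% in these data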
Target sequence (P08912 whole entry, looked up): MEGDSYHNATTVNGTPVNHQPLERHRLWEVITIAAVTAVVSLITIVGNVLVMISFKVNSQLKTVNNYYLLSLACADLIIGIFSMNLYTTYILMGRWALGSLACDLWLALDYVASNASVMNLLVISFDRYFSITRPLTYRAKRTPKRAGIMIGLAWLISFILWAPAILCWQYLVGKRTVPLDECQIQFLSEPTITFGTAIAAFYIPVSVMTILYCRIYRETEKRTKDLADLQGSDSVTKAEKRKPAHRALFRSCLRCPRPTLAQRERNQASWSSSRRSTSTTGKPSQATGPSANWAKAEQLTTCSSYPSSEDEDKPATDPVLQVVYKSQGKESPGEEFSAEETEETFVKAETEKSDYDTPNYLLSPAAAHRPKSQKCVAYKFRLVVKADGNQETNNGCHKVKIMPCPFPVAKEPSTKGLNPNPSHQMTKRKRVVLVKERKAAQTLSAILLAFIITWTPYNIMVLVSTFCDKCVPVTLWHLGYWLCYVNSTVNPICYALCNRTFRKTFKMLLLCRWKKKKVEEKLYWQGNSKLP
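Assay system: CHO-K1 hM5 cells. Also added: acetylcholine at EC20 concentration, added after compound. Dosing: 3 µM, single dose. Times: compound preincubation 140 s before EC20 acetylcholine addition. Signal: Fluo-8 calcium fluorescence. Measure: % activation relative to EC20 and EC100 ACh responses. Repeats: singlicate, one well per test compound.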
CHRM5 antagonist: blocks acetylcholine activation of human M5 receptor. P08912. CHO-hM5 cells, Fluo-8 calcium fluorescence, ACh EC80. inhibition, % at 3 µM. 0.59% of 360,000 active. AID 624040;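 active means inhibition above a per-plate cutoff, the mean of that plate's test compounds plus 3 SD, cut at about 27% in these data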;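 further: 0% = acetylcholine EC80 with DMSO and 100% = DMSO without agonist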
CHRM4 PAM: CHRM4 positive allosteric modulation | activation, % at 3 µM | CHO-K1 hM4/Gqi5, Fluo-8 calcium fluorescence, ACh EC20; 0% = ACh EC20, 100% = maximal ACh | AID 624126 | 0.4% of 360,000 active | P08173;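 active means activation above its plate's cutoff, the mean activation of sample wells plus 3 SD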; further: some results filed as inactive read as strong as hits
CHRM1 PAM: positive allosteric modulators of human M1 muscarinic receptor. activation, % at 3 µM. CHO-K1 hM1, Fluo-8 calcium fluorescence, ACh EC20; 0% = ACh EC20, 100% = maximal ACh. AID 588819. 0.088% of 360,000 active. P11229; in the data active means activation above about 19%, passing the limit was not always enough
Target sequence (P11229 whole entry, looked up): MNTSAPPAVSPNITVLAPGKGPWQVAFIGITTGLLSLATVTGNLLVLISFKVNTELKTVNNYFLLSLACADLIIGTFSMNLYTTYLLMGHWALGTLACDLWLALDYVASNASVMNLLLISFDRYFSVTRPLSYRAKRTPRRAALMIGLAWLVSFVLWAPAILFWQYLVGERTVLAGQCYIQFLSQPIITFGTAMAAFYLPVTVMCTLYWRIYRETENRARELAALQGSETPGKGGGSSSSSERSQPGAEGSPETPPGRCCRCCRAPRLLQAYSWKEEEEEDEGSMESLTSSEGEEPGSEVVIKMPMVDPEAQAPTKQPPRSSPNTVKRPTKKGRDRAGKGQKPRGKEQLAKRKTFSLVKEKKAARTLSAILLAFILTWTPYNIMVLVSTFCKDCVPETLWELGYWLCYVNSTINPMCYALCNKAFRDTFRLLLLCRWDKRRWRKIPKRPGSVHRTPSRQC
M5 ag: agonists of human muscarinic M5 receptor (CHRM5). P08912. CHO-K1 hM5 cells, Fluo-8 calcium fluorescence; 0% DMSO wells, 100% maximal acetylcholine response. activation, % at 3 µM. 0.19% of 360,000 active;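 active means activation above the run's mean over test compounds plus 3 SD, cut at about 23% in these data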;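 further: signal is peak over basal fluorescence ratio across the kinetic read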
CHRM1 antagonist: blocks human M1 muscarinic receptor. 1.3% of 360,000 active. CHO-K1 hM1, Fluo-8 calcium fluorescence, ACh EC80 antagonist. inhibition, % at 3 µM. P11229;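 active means percent inhibition above its own plate's cutoff, namely the mean of that plate's compound wells plus 3 SD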;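 further: peak over basal fluorescence ratio during 140 s after agonist addition; 0% = ACh EC80 plus DMSO and 100% = DMSO alone without agonist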
CHRM4 agonist: agonists of human muscarinic M4 receptor (CHRM4); CHO-K1 hM4/Gqi5, Fluo-8 calcium fluorescence; vehicle 0%, full acetylcholine response 100%; activation, % at 3 µM; 0.14% of 360,000 active;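 active means activation above the run mean over all test wells plus 3 SD, cut at about 32% in these data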;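 further: peak over basal fluorescence ratio per well then scaled between controls; 0% = DMSO wells and 100% = acetylcholine at EC100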
Starred values were filed as active, the others as inactive; . = not tested or not shown; & = joins results of further samples.

#	CHRM4 PAM	M4 antag	M5 ag	CHRM4 agonist	CHRM1 PAM	CHRM1 antagonist	M5 PAM	CRFR2-BP ag	CHRM5 antagonist	SMILES
1	-1.3	-1.7	6.3	4.2	15.0	-24.8	2.4	-0.5	-5.7	COc1ccc(C(=O)CSc2nc(-c3ccccn3)nc(C)c2Cl)cc1
2	3.2	11.8	2.0	-0.2	-4.9	8.8	5.0	0.0	7.8	O=C(Cn1cc(C(F)(F)F)cc(Cl)c1=O)NC1CCS(=O)(=O)C1 (centres undefined)
3	13.3	5.3	-1.2	1.7	6.2	-9.1	-5.0	-1.7	8.6	CCCCC(=O)Nc1ccc(NC(=O)C(C)C)cn1
4	-4.3	-2.2	-6.5	10.0	5.2	-3.8	1.9	1.3	4.0	CN1CCN(c2ccccc2NC(=O)c2ccc(-c3ccccc3[N+](=O)[O-])o2)CC1
5	-3.8	-9.2	-6.8	-0.8	6.0	-5.7	1.9	11.4	-2.5	COc1ccc(Br)cc1C1CC(=O)C(C)C(c2cc(Br)ccc2OC)N1 (centres undefined)
6	-0.5	1.9	-3.1	-0.9	14.2	-7.7	-0.3	-1.2	-2.0	Cc1ccccc1-n1nc(C)c2cc(C(=O)NC3CC3)sc21
7	-1.0	1.8	0.1	-0.3	11.6	-14.1	-0.6	.	3.9	CCCS(=O)(=O)NC(=O)C1(C)CCN(C(=O)c2cccc(OC(F)(F)F)c2)C1 (centres undefined)
8	4.8	27.4*	-2.6	1.2	-0.9	-3.0	-1.0	-0.2	3.1	CCc1c(C)sc(NC(=O)C2CC2c2ccccc2)c1C(N)=O (centres undefined)

(listing goes on)
#	CHRM4 PAM	M4 antag	M5 ag	CHRM4 agonist	CHRM1 PAM	CHRM1 antagonist	M5 PAM	CRFR2-BP ag	CHRM5 antagonist	SMILES
9	-1.2	1.6	-0.7	1.8	7.6	-8.6	-6.2	-3.4	13.8	O=C(OCc1ccccc1)N1CCOCCN(C(=O)OCc2ccccc2)CCOCC1
10	-2.6	11.8	-0.7	-1.1	2.6	2.5	-4.3	2.0	9.3	CCC(NC(=O)c1ccccc1O)c1ccccc1 (centres undefined)
11	-2.2	-1.6	-2.4	0.8	1.2	0.8	1.4	1.7	10.3	COc1ccc(C(CC(=O)O)NC(=O)COc2ccccc2)cc1OC (centres undefined)
12	2.3	1.2	-2.6	0.6	4.9	-9.9	3.6	0.3	-2.0	Cc1cccc(C)c1NC(=O)CS(=O)CC(=O)NC1CCN(Cc2ccccc2)CC1 (centres undefined)
13	-7.8	-8.1	-2.2	11.1	-1.2	3.2	-3.7	-0.1	-2.1	COc1ccc(N(CC(=O)NCCSCc2ccco2)S(=O)(=O)c2ccccc2)cc1Cl
14	0.4	-4.8	-3.2	-0.2	10.4	-2.9	10.5	-0.7	-3.1	Cc1noc(NS(=O)(=O)c2ccc(NC(=O)c3cc(S(=O)(=O)N(C)c4ccccc4)ccc3Cl)cc2)c1C
15	0.5	-0.5	-2.5	0.4	7.8	-11.5	-3.2	0.3	-0.9	COc1ccc(OCC(=O)N/N=C(\C)CC(=O)Nc2ccc(NC(C)=O)cc2)cc1
16	3.3	-4.4	6.0	3.5	4.1	-8.6	-2.0	-2.0	2.2	CC(NC1=CC(=O)c2cccnc2C1=O)C(O)c1ccccc1 (centres undefined)

Next structures follow:
#	CHRM4 PAM	M4 antag	M5 ag	CHRM4 agonist	CHRM1 PAM	CHRM1 antagonist	M5 PAM	CRFR2-BP ag	CHRM5 antagonist	SMILES
17	-1.9	3.8	2.8	0.4	1.8	-7.5	-5.9	-1.6	7.0	COc1ccc(C(=O)NCCc2nnc(SCC(=O)Nc3ccccc3F)n2C)cc1
18	-2.7	8.3	-2.7	1.1	5.5	-10.9	1.1	0.6	6.0	CCSc1nc(N)c(NC(=O)c2ccc(Br)o2)c(=O)[nH]1
19	7.8	-8.3	1.2	0.8	1.6	-6.3	-2.9	7.6	2.4	CCCCn1c(CNC(=O)C23CC4CC(CC(C4)C2)C3)nnc1SCC(=O)Nc1nnc(C)s1
20	11.2	-13.3	-3.1	-1.4	3.3	-4.5	3.9	-6.5	-5.8	O=C(COc1ccccc1)Nc1nnc(-c2ccccc2Cl)o1
21	6.3	-4.5	-1.1	0.9	1.6	-1.8	4.0	1.3	4.2	Cc1nccn1-c1c2c(c(C#N)c3nc4ccccc4n13)CCCC2
22	3.6	10.2	-3.0	0.4	7.3	-14.0	-2.2	-1.2	-0.5	CCn1nnc(-c2ccccc2NC(=O)c2cnccn2)n1
23	-5.2	-1.4	-6.2	-0.3	2.3	-8.7	-2.5	0.2	-3.5	O=C(CSCc1c(F)cccc1Cl)NCCc1ccccc1
24	-7.1	-3.0	3.8	0.6	-0.8	2.4	4.2	-2.3	-5.4	CCn1cc(CNC(=O)/C=C/c2ccc([N+](=O)[O-])cc2)c(C)n1

(next part)
#	CHRM4 PAM	M4 antag	M5 ag	CHRM4 agonist	CHRM1 PAM	CHRM1 antagonist	M5 PAM	CRFR2-BP ag	CHRM5 antagonist	SMILES
25	3.2	-4.3	-3.0	2.3	-3.2	0.3	-2.1	-3.4	4.9	O=C(CSCc1nc2ccccc2[nH]1)Nc1ccc(Oc2ccccc2)cc1
26	0.8	-0.6	-2.2	3.6	7.4	-0.5	-2.4	-1.1	-3.0	CCOc1ccccc1NC(=O)c1cccc(NC(=O)C(C)C)c1
27	5.5	-2.5	-6.6	2.8	1.7	-6.3	3.9	4.7	0.7	Cc1cccc(C)c1OCc1cc(C(=O)N2CCN(c3ccc(F)cc3)CC2)no1
28	5.1	-5.7	-4.6	0.0	4.6	-13.9	13.9	-1.4	-14.6	CCOC(=O)/C(=N\Nc1cccc(C(F)(F)F)c1)N1CCOCC1
29	13.1	-3.4	1.7	5.9	7.7	-9.7	-7.3	.	8.6	Nc1ccc(C=Cc2ccc(N)cc2)cc1
30	5.2	2.7	2.1	0.1	6.8	-10.8	5.1	8.5	-14.1	Nc1nc(NCc2ccccc2)nc(Nc2ccc(F)cc2)c1[N+](=O)[O-]
31	-4.8	-0.2	-0.8	0.3	-1.1	-0.4	0.2	-0.1	-5.3	CC[C@]12c3[nH]c4ccc(OC)cc4c3CCN1C(=O)C(CC(=O)NCCCn1ccnc1)C[C@@H]2C(=O)N1CCN(C(=O)C2CC2)CC1 (some centres undefined)
32	1.5	-0.7	-4.3	2.6	5.0	-10.1	-1.2	-1.2	12.3	COc1ccc(O)c(/C=N/NC(=O)CCC(=O)Nc2ccc(C)cc2)c1

Nos. 30–32, reprinted for reference:
#	CHRM4 PAM	M4 antag	M5 ag	CHRM4 agonist	CHRM1 PAM	CHRM1 antagonist	M5 PAM	CRFR2-BP ag	CHRM5 antagonist	SMILES
30	5.2	2.7	2.1	0.1	6.8	-10.8	5.1	8.5	-14.1	Nc1nc(NCc2ccccc2)nc(Nc2ccc(F)cc2)c1[N+](=O)[O-]
31	-4.8	-0.2	-0.8	0.3	-1.1	-0.4	0.2	-0.1	-5.3	CC[C@]12c3[nH]c4ccc(OC)cc4c3CCN1C(=O)C(CC(=O)NCCCn1ccnc1)C[C@@H]2C(=O)N1CCN(C(=O)C2CC2)CC1 (some centres undefined)
32	1.5	-0.7	-4.3	2.6	5.0	-10.1	-1.2	-1.2	12.3	COc1ccc(O)c(/C=N/NC(=O)CCC(=O)Nc2ccc(C)cc2)c1

Later entries
#	CHRM4 PAM	M4 antag	M5 ag	CHRM4 agonist	CHRM1 PAM	CHRM1 antagonist	M5 PAM	CRFR2-BP ag	CHRM5 antagonist	SMILES
33	1.8	-11.4	-6.5	0.3	-8.0	9.2	-3.8	2.5	12.8	Cc1c(C)c2ccc(OCC(=O)NC3CCN(Cc4ccccc4)CC3)c(C)c2oc1=O
34	-3.0	3.5	-0.6	-0.2	-1.4	5.2	-3.8	0.9	10.4	Clc1ccccc1-c1nc(-c2ccccc2)n[nH]1
35	3.4	1.7	-1.9	0.2	-0.9	-4.8	0.3	-1.6	0.1	O=C(NC1CCCCCC1)C1c2ccccc2C(=O)N1Cc1ccco1 (centres undefined)
36	-9.9	2.4	-3.1	-0.5	0.3	-7.2	-14.0	0.8	16.8	COc1ccc2nc(N3C(=O)CC(Cc4ccc(C)cc4)C3=O)sc2c1 (centres undefined)
37	-10.7	0.5	8.5	9.1	-1.0	-9.0	-5.9	6.3	5.3	CCOc1cccc(/C=C2\NC(=S)N(c3ccccc3)C2=O)c1O
38	4.3	-17.6	-5.6	0.2	8.1	-3.7	0.8	-3.1	-1.1	CCc1cc2cc(C)ccc2nc1SCC(=O)NC1CCCC1
39	3.7	-5.2	-2.8	0.6	2.6	-11.9	4.6	0.9	-5.8	O=C(CC(=O)Nc1cccc(Cl)c1Cl)Nc1cccc(Cl)c1Cl
40	0.3	8.9	1.4	1.8	-8.3	19.0	-11.8	3.9	10.7	CC(C)CN(C(=O)CSc1nnc2ccccn12)C1CCS(=O)(=O)C1 (centres undefined)

More records follow.
#	CHRM4 PAM	M4 antag	M5 ag	CHRM4 agonist	CHRM1 PAM	CHRM1 antagonist	M5 PAM	CRFR2-BP ag	CHRM5 antagonist	SMILES
41	-7.5	-1.1	-2.9	11.0	-7.4	11.9	-36.3	1.0	5.0	COc1cc(/C(C#N)=C/c2ccccc2)c([N+](=O)[O-])cc1OC
42	1.4	0.9	0.6	2.0	-0.9	3.8	1.8	-2.7	-1.2	Cc1ccccc1NC(=S)NC(NC(=O)c1ccco1)C(Cl)(Cl)Cl (centres undefined)
43	4.9	-6.2	0.7	0.2	1.7	-7.4	-4.0	0.5	0.0	COc1ccc(S(=O)(=O)N2CCC(C(=O)N[C@@H](C)C(=O)NCc3ccccn3)CC2)cc1
44	4.4	-0.2	-2.7	0.8	11.0	-7.1	-7.5	-0.9	10.2	O=C(O)CC(NCc1ccco1)C(=O)OCCCl (centres undefined)
45	4.9	2.7	-0.2	2.1	9.4	-5.8	-1.0	-0.5	2.3	CCOC(=O)NNC(=O)c1[nH]c2ccc(Br)cc2c1-c1ccccc1
46	2.7	-6.2	-4.4	2.6	12.4	-10.4	1.2	0.1	3.9	CCOc1ccc(CCNC(=O)c2ccc3c(=O)[nH]c4c(C(=O)NC(C)C)sc(=S)n4c3c2)cc1
47	4.6&-2.7	-4.1&-1.1	0.5&3.1	3.2&3.0	4.1&-4.3	-10.5&9.3	2.4&0.2	-0.2&1.2	-3.5&2.4	Cc1cn(-c2cc(C(=O)Nc3ccc(C)c(NC(=O)N4CCNC4=O)c3)cc(C(F)(F)F)c2)cn1
48	-0.3	-16.6	0.8	1.1	16.2	-21.7	5.1	2.0	1.4	CC1(C)SC(=S)N(/N=C/c2cccnc2)C1N(O)C(=O)NC1CCCCC1 (centres undefined)

Carrying on.
#	CHRM4 PAM	M4 antag	M5 ag	CHRM4 agonist	CHRM1 PAM	CHRM1 antagonist	M5 PAM	CRFR2-BP ag	CHRM5 antagonist	SMILES
49	-1.4	-5.8	3.1	8.7	-5.4	8.3	-2.6	21.2	7.9	COc1ccc(/C=N/Nc2ccc([N+](=O)[O-])cc2)cc1O
50	-2.9	4.7	-1.4	0.8	-1.5	-31.3	-3.2	1.0	2.8	COCCCNC(=O)c1cc(C(=O)c2c(-c3c(Cl)cccc3Cl)noc2C)c[nH]1
51	11.9	-20.1	-4.0	1.5	11.9	-16.8	-2.4	1.3	4.4	CC(C)c1nnc(NC(=O)C2CCN(C(=O)Nc3ccccc3)CC2)s1
52	1.5	-16.1	0.4	0.1	3.8	-12.7	1.1	1.1	6.3	CC(NC(=O)CCN1C(=O)c2ccccc2C1=O)c1ccccc1 (centres undefined)
